CatS block: inhibitors of human cathepsin S, biochemical, compound mixtures. P25774. recombinant cathepsin S, AMC dipeptide fluorescence, pooled mixtures. inhibition, %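 (tested at 5 µM per compound within 10-compound mixtures)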. 62,000 compounds, 0.06% hits. AID 501, 2006; in the data active means inhibition above about 32%, passing the limit was not always enough;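 further: 0% = enzyme without compound and 100% = blank without enzyme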
Target sequence (P25774 115-331 limits assumed): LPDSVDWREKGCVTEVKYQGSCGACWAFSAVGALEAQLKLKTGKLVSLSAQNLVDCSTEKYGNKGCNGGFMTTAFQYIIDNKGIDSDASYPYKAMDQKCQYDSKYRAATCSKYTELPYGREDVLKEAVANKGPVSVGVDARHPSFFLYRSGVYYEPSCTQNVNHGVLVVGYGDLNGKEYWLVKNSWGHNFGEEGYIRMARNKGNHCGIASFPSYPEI
Abs 340nm: compound light absorbance at 340 nm, profiling panel, artefact control, biochemical, MLSMR library, data from PS, PMK, MK assays. compound absorbance at 340 nm, fold over control. fold change at 10 µM. 65,000 tested, under 10 active. AID 708, 2007;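 active means at 10 µM dose, initial 340 nm absorbance at least 2 fold that of control wells; inactive means change under 2 fold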;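 further: initial absorbance extrapolated from kinetic A340 decline of NADH oxidation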
CatB mix inh: cathepsin B inhibitors from pooled compounds, primary screen, biochemical, compound mixtures, AMC fluorescence; Purified cathepsin B, AMC dipeptide fluorescence; inhibition, %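 (ten-compound pools at 5 µM per compound and 50 µM total)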; 62,000 compounds, 0.06% hits; P07858; in the data active means inhibition above about 22%, passing the limit was not always enough;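 further: 0% = enzyme without compound and 100% = no enzyme blank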
CatL block: inhibitors of human cathepsin L, biochemical | inhibition, %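 (tested at 10 µM)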 | purified cathepsin L, fluorogenic substrate, fluorescence | 58,000 compounds, 0.17% hits | Procathepsin L (Homo sapiens), P07711; in the data active means inhibition above about 45%;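 further: 0% = enzyme with no compound and 100% = no enzyme blank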
FXIa inh mix: FXIa protease inhibitors in compound pools, primary screen, biochemical, 10-compound mixtures; purified FXIa, fluorogenic substrate, pooled mixtures; AID 680, 2007; 62,000 compounds, 0.19% hits; inhibition, % at 5 µM; Coagulation factor XI (Homo sapiens), P03951;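 further: each value is inhibition by a whole ten-compound pool holding the compound; 0% = enzyme with no mixture and 100% = wells lacking enzyme; strong numbers were not always called active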
Target sequence (P03951 19-387 limits assumed): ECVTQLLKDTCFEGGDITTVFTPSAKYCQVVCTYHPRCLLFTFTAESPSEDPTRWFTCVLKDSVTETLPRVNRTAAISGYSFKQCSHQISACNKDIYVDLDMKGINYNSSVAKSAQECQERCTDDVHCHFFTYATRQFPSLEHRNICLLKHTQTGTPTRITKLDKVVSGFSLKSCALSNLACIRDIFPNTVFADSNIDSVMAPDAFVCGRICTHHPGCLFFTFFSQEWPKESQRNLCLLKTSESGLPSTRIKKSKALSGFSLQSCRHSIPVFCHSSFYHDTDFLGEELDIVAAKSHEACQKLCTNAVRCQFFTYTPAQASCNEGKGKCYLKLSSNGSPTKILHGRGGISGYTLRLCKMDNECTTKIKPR
Target sequence (P03951 388-625 limits assumed): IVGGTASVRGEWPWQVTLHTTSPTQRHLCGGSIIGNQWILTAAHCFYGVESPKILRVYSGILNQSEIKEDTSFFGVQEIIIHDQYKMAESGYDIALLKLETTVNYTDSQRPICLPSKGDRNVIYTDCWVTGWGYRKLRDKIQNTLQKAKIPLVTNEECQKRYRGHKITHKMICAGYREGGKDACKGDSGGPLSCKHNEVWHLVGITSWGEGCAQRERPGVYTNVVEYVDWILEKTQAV
CatB block: human cathepsin B inhibitors, primary screen, biochemical, fluorogenic substrate | purified cathepsin B, fluorescence | inhibition, %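 (tested at 10 µM)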 | 63,000 compounds, 0.1% hits | AID 453, 2006; in the data active means inhibition above about 21%;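 further: 0% = enzyme with no compound and 100% = no enzyme blank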
FXIIa mix inh: human factor XIIa inhibitors, primary screen, biochemical, pooled compound mixtures, fluorogenic substrate. Coagulation factor XII (Homo sapiens), P00748. inhibition, % at 5 µM. 62,000 compounds, 0.2% hits. purified FXIIa;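 further: 0% = enzyme without compound and 100% = no enzyme blank; some results filed as inactive read as strong as hits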
C1s block: complement C1s protease inhibitors, primary screen, biochemical, 10-compound mixtures | Complement C1s subcomponent (Homo sapiens), P09871 | purified C1s, fluorogenic AMC substrate, pooled mixtures | mean inhibition % of two 10-compound mixtures (hits give high values), % at 5 µM (by protocol) | 62,000 compounds, 0.16% hits;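 active means inhibition above 20% in each of the two 10-compound mixture wells holding the compound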;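 further: 0% = enzyme wells lacking compound mixture and 100% = no-enzyme blank wells; some compounds called inactive have numbers as strong as hits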
Cathepsin G inh: human cathepsin G inhibitors, primary screen, biochemical, pooled compound mixtures, AMC fluorescence; P08311; AID 581, 2007; 62,000 compounds, 0.2% hits; inhibition, % at 5 µM (by protocol); purified enzyme, AMC-tetrapeptide fluorescence;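 active means inhibition above 20% in each of the two mixture wells holding the compound; inactive means inhibition of 20% or less in either well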;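 further: 0% = enzyme control without mixture and 100% = blank lacking enzyme; strong numbers were not always called active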
Target sequence (P08311 21-244 limits assumed): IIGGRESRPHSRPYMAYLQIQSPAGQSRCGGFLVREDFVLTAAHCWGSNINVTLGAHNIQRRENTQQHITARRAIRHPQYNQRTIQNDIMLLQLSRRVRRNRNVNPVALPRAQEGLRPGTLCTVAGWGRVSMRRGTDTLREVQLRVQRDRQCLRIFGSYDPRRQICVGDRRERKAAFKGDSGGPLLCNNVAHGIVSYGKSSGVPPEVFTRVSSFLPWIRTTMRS
* = called active by the depositor; . = no result given. Unless noted, no stated cut-off is given here; in the data, active means inhibition above about 20% (passing the limit was not always enough); inactive means the rest. These rows are one share of the data. The share of hits here may be higher or lower than overall.

CatS block	Abs 340nm	CatB mix inh	CatL block	FXIa inh mix	CatB block	canonical_smiles	FXIIa mix inh	C1s block	Cathepsin G inh
6.6	1.1	-0.2	10.1	2.4	0.8	O=C(COc1nc2ccccc2nc1N1CCOCC1)N1CCc2ccccc21	10.8	3.8	14.4
6.5	1	2.5	22.0	11.4	4.0	COc1ccc(CCn2c(N3CCN(C)CC3)nc3c2c(=O)[nH]c(=O)n3C)cc1	1.6	7.6	-3.2
2.8	0.98	-2.5	-0.3	10.6	-3.4	Cc1cccc(NC(=O)CN(C)S(=O)(=O)c2cccc3cccnc23)c1	6.7	-0.6	-0.9
1.3	1.03	0.6	9.4	5.4	5.3	COc1ccc(OC)c(N(CC(=O)O)S(=O)(=O)c2ccc(OC)c(OC)c2)c1	8.8	-30.7	4.9
-6.4	1.02	-0.4	-12.0	6.3	7.5	Cc1ccc(N2CC(C(=O)Nc3ccc(S(=O)(=O)N4CCCC4)cc3)CC2=O)cc1 (stereo not given)	-14.2	3.5	3.9
4.7	1.04	4.9	20.3	8.6	0.7	CCC(=O)NC(c1ccccc1)c1nc2ccccc2[nH]1 (stereo not given)	13.9	-2.0	6.5
22.5	1.01	6.4	13.0	20.7	-2.0	Cc1cccc(NCC(O)Cn2cnc3c2c(=O)n(C)c(=O)n3C)c1 (stereo not given)	2.0	19.8	16.3
-4.8	1.06	-2.0	.	1.3	-1.6	CCC(C)Sc1nnc(Cc2cc(=O)[nH]c(=O)[nH]2)n1-c1ccc(F)cc1 (stereo not given)	9.4	-59.5	-10.3
-5.8	1.07	-3.7	-4.1	-2.9	0.6	Cc1ccc(-c2nnc(N3CCN(S(C)(=O)=O)CC3)c3ccccc23)cc1	28.6	-25.4	4.0
-3.3	0.99	1.7	-5.0	3.5	0.5	CCOc1ccc(CNC(=O)C(CC)n2nc(C)n3c(cc4occc43)c2=O)cc1OC (stereo not given)	-13.2	2.4	-0.8
-3.5	1.1	5.2	-0.3	2.9	-3.1	O=C(Nc1ccccc1)c1cccnc1Nc1ccccc1	1.2	1.0	-32.4
-3.7	1	0.3	.	6.2	0.1	CCOc1cc(C(=O)OCC(=O)c2c(C)[nH]c3ccccc23)ccc1OCC(=O)N1CCOCC1	-4.7	3.6	0.6
-3.3	1.05	2.7	-7.3	-3.0	1.1	N=c1oc2c3c4c(cc2cc1C(=O)Nc1ccccc1)CCCN4CCC3	6.4	-22.8	3.4
-1.2	1.04	0.9	-1.6	0.6	1.6	CCOc1ccc(OCC)c(NC(=O)CSc2nc3c(c(=O)n(C)c(=O)n3C)n2CC)c1	9.3	-19.1	-14.6
-17.8	1.06	-4.1	-4.2	3.5	-4.2	O=S1(=O)N=C(N2CCN(Cc3ccc4c(c3)OCO4)CC2)c2ccccc21	5.1	-5.3	-3.6
-5.6	0.97	-10.6	6.4	-31.5	6.2	CC(=O)N1CCc2cc(S(=O)(=O)NCCC(=O)Nc3ccc4c(c3)OCCO4)ccc21	12.5	-138.3	-26.3

A few values from the results shown.
Cc1cccc(NCC(O)Cn2cnc3c2c(=O)n(C)c(=O)n3C)c1 (stereo not given) | CatB block = -2.0
O=C(COc1nc2ccccc2nc1N1CCOCC1)N1CCc2ccccc21 | FXIIa mix inh = 10.8

Pulled by compound from above, two records:
CatS block	Abs 340nm	CatB mix inh	CatL block	FXIa inh mix	CatB block	canonical_smiles	FXIIa mix inh	C1s block	Cathepsin G inh
1.3	1.03	0.6	9.4	5.4	5.3	COc1ccc(OC)c(N(CC(=O)O)S(=O)(=O)c2ccc(OC)c(OC)c2)c1	8.8	-30.7	4.9
4.7	1.04	4.9	20.3	8.6	0.7	CCC(=O)NC(c1ccccc1)c1nc2ccccc2[nH]1 (stereo not given)	13.9	-2.0	6.5

Carrying on.
CatS block	Abs 340nm	CatB mix inh	CatL block	FXIa inh mix	CatB block	canonical_smiles	FXIIa mix inh	C1s block	Cathepsin G inh
-6.5	1.06	3.9	-4.5	5.8	-0.3	CCCCOC(=O)c1ccc(NC(=O)c2cnccn2)cc1	6.0	12.5	10.1
-0.9	1	-0.4	2.3	12.2	5.5	Cc1ccc(-n2ccnc2SCC(=O)N(CC(C)C)C2CCS(=O)(=O)C2)c(C)c1 (stereo not given)	-1.2	0.8	2.1
3.7	1.02	3.9	-19.3	-2.5	6.2	Cc1ccc(C)c(CSc2nnc(-c3cccnc3)n2N)c1	-0.3	-9.3	-9.6
-3.5	1.04	3.6	-7.4	5.5	-0.9	CCOc1ccccc1C1CC(c2ccc(Cl)cc2)Nc2nc(N)nn21 (stereo not given)	7.2	-1.9	1.4
4.1	1.06	2.0	2.7	4.2	-5.8	Cc1sc2nc(NCCO)[nH]c(=O)c2c1C	-7.0	2.5	-2.4
4.3	1	-10.4	-29.2	-17.0	-13.3	Cc1cccn2c(=O)c3cc(C#N)c(=NC(=O)c4cccnc4)n(CC4CCCO4)c3nc12 (stereo not given)	9.8	-62.2	-20.0
7.6	1.03	6.5	18.9	11.2	0.2	CCn1c(SCc2cccc(C(=O)O)c2)nnc1-c1ccccc1	0.9	0.5	1.4
-2.9	1.04	4.0	.	2.0	0.6	CC(C)(C)NC(=O)NC(=O)COC(=O)c1ccco1	-15.3	5.4	30.2
-13.2	1.06	-5.7	10.6	5.2	-0.7	CC(C)(C)NC(=O)C(c1ccncc1)N(Cc1cccs1)C(=O)Cn1nnc(-c2cccs2)n1 (stereo not given)	5.5	-22.8	-3.0
13.4	1.03	3.7	.	13.3	2.9	O=C(NCCN1C(=O)C2C3C=CC(C3)C2C1=O)Nc1ccc(Br)cc1 (stereo not given)	2.4	15.0	11.4
12.8	0.98	2.5	-2.4	3.2	-5.5	O=C(C1CCN(c2nnnn2-c2ccccc2)CC1)N1CCN(c2ccccc2)CC1	3.1	-8.2	-3.2
-9.5	1.02	-0.6	14.2	5.1	1.1	CC(=O)N(CC1CCCO1)c1nnc(-c2cnccn2)s1 (stereo not given)	7.0	-1.9	-1.6
-25.2	1.07	2.0	4.7	5.6	11.7	CCCn1c(SCc2cc(=O)[nH]c3ccccc23)nc2c1c(=O)n(C)c(=O)n2C	-19.6	0.7	7.2
-3.0	1.05	4.4	-7.8	2.3	0.5	N#Cc1nc(-c2ccccc2F)oc1NCc1ccccc1	3.7	5.5	7.6
13.6	0.97	-2.6	13.9	-3.7	0.4	Cc1cccc(NC(=O)CSc2nnc(-c3ccc(S(=O)(=O)N4CCOCC4)cc3)n2C)c1	4.1	4.7	14.0
14.4	1	5.5	14.1	6.4	-4.5	Nn1c(SCC(=O)Nc2ccc3c(c2)OCO3)nnc1C1CC1	8.5	11.5	11.6
-5.5	0.93	1.8	.	11.6	3.1	FC(F)(F)C12CC(c3ccccc3)=NCCN1CCN2 (stereo not given)	6.0	8.5	8.2
-2.2	0.99	-1.7	-18.4	4.6	-3.5	Cc1ccc(-c2cc(-c3ccccc3)c(C#N)c(N)n2)o1	5.1	-24.4	-1.6
-41.0	1.08	-30.2	-149.3	-64.7	-28.7	CCc1c(C)c2cc(Cl)c(O)c(CN(CC)CC)c2oc1=O	8.0	-478.5	-47.4
6.3	1.01	-3.8	10.2	-0.9	-0.1	CCOc1ccc(OCC(=O)c2c(O)c3ccccc3oc2=O)cc1	-12.3	2.0	-0.6
-0.3	1.01	5.0	-7.2	4.8	0.4	COc1ccc(C(=O)N2CCN=C2SCc2cccnc2)c(OC)c1	1.7	12.0	11.6
-2.9	1.01	2.4	-1.8	4.9	2.8	CCC(C)c1cc(S(=O)(=O)N2CCOCC2)ccc1OC (stereo not given)	-4.5	1.1	-3.7
-6.7	0.97	2.7	-9.3	6.9	-2.0	CC1CCN(S(=O)(=O)c2ccc(S(=O)(=O)N3CCN4CCCC4C3)cc2)CC1 (stereo not given)	1.7	0.6	-1.8
-3.1	0.99	-0.4	3.8	-0.7	-0.4	COc1cc(C(=O)O)nc2ccccc12	-3.7	-16.9	-13.2
-4.0	1.03	3.4	-3.2	8.6	0.0	CS(=O)(=O)N(CCc1ccccc1)CC(=O)NCC1CCCO1 (stereo not given)	1.6	19.3	9.4
-3.4	1.01	5.4	-12.2	7.1	-6.7	COC(=O)c1[nH]nc2c1C(=O)N(C1CCCCC1)C2=O	10.6	-6.7	-2.1
5.8	1.04	-4.3	-6.1	10.5	-1.2	CC1CCc2cc(F)ccc2N1C(=O)c1ccc2c(c1)OCO2 (stereo not given)	2.3	-0.7	3.1
-4.9	1.07	-3.3	-6.3	-3.4	4.9	O=C(c1ccccc1)C1C(=O)c2ccccc2C1=O	6.4	-38.6	-1.1
23.5	1	-2.8	44.4	2.0	-4.7	O=C(OCCCN1CCCC1)C1(c2ccccc2)CCCC1	6.2	-42.6	-5.2
-49.4	1.01	-24.5	3.2	-66.8	2.3	C/C(=N\O)c1ccc2c3c([nH]c2c1)CCCC3	-12.3	-63.7	-40.6
-4.5	1.04	-1.9	10.0	12.2	1.4	CCOC(=O)C1=C(C)NC(SCC(=O)O)=NC1c1ccccc1 (stereo not given)	5.1	2.4	4.8
17.9	1	4.9	11.2	4.6	7.3	CC1CN(CCc2ccccc2)c2nc3c(c(=O)[nH]c(=O)n3C)n2C1 (stereo not given)	4.0	17.2	11.5
-3.3	1.13	1.6	-5.7	2.9	0.9	CC(=O)c1ccc(N2CCCCCC2)c(F)c1	-0.7	5.8	12.9
-1.6	1.04	2.6	1.1	6.1	2.7	Cc1c(-n2c(SCC(=O)O)nnc2-c2ccccc2Cl)c(=O)n(-c2ccccc2)n1C	-31.6	-38.0	-9.7
8.0	1.03	0.0	-125.5	-4.1	3.2	C=CCn1c(=N)c(C(=O)OCC)cc2c(=O)n3cc(C)ccc3nc21	2.5	-34.0	-8.6
1.4	1.01	3.6	-11.4	-2.6	5.8	CCOc1c(Br)cc(C(N)=O)cc1OC	9.2	-8.6	11.0
-3.9	1.04	4.5	-8.3	7.6	0.5	CC(=O)N1CCN(CC(=O)Nc2c(Cl)cccc2Cl)CC1	7.6	-5.5	-1.4
-0.8	1.05	1.9	.	-2.7	1.3	Cc1cc(Nc2ccc(C)c(C)c2)n2nc(C)nc2n1	4.5	5.9	6.1
-6.2	1.05	-2.6	-0.6	10.1	1.2	CCOc1cc(N2CCOCC2)c(OCC)cc1NC(=O)c1nc2nccc(C)n2n1	18.1	2.0	4.6
-4.8	1.01	4.1	18.1	7.8	6.5	CCC1(CC)C(=O)NC(=O)NC1=Nc1cccc(OC)c1	19.4	17.5	10.6
3.2	0.98	1.8	21.7	-5.7	0.9	CCOc1ccc(C2CC(c3cccc(C)c3)n3ncnc3N2)cc1 (stereo not given)	3.7	-15.9	-13.9
-4.0	0.98	6.6	-1.5	2.6	-2.8	CCCn1c(SCC(=O)c2cc(OC)ccc2OC)nc2c1c(=O)n(C)c(=O)n2C	-1.5	-15.7	-2.3
4.3	0.99	-0.9	3.1	7.5	-0.1	Cc1ccc(S(=O)(=O)NCCNC(=O)CN2CCCC2)cc1	-4.2	0.6	-2.0
3.9	1.05	3.6	.	8.0	.	Cc1ccccc1OCCCCCn1ccnc1	13.2	15.3	9.1
-3.5	1.03	3.8	-3.3	5.0	0.8	CCCCn1c(=O)n(CC(=O)Nc2ccc(C)c(Cl)c2)c(=O)c2c1ncn2Cc1ccco1	7.9	-5.9	7.7
-3.3	1.04	-1.7	.	2.8	-1.1	O=C(NC1CCCCC1)c1cccc(S(=O)(=O)N2CCOCC2)c1	-0.6	2.0	-2.3
1.3	1.01	4.4	1.0	1.6	4.6	Cc1ccc2cc(C#N)c(N3CCCN(C(=O)C4CCCO4)CC3)nc2c1 (stereo not given)	-4.4	9.0	17.8

Source: PubChem
